HDAC3 inhib: human HDAC3 inhibition. recombinant HDAC3, fluorogenic peptide/trypsin coupled, fluorescence. inhibition, % at 8.3 µM. actives 0.15% (n = 320,000). AID 2718; in the data active = inhibition above about 26%, passing the limit was not always enough
TRPC4 agonist: opens the mouse TRPC4 cation channel | actives 0.49% (n = 310,000) | Q9QUQ5 | HEK293 TRPC4beta/mu-opioid, Fluo4 calcium fluorescence; stronger effect = higher value | B-score at 10 µM | AID 2237;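 active = B-score above 5 SD of library B-scores, and initial fluorescence ratio not above library mean plus 5 SD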;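 note: positive B-score marks a calcium rise read as TRPC4 activation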
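System – HEK293 cells stably co-expressing mouse TRPC4beta and mu-opioid receptor · Signal – Fluo4 calcium-sensitive dye fluorescence, kinetic, 1 Hz baseline · Benchmarks – buffer (low) and maximal DAMGO (high) · Read-out – B score of integrated fluorescence ratio per well · Incubation – dye loading 45 min room temperature, 110 s kinetic read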
KCNK3 block: human KCNK3 channel inhibition, primary screen; O14649; CHO-KCNK3 thallium flux, FluxOR fluorescence; stronger effect = lower value; B-score at 10 µM; actives 0.84% (n = 340,000);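 active = B-score under library mean minus 4 SD, starting fluorescence ratio at most library mean plus 5 SD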;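 note: more negative B-score means stronger inhibition of thallium flux through KCNK3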
KCNQ1 pot: potentiators or activators of human KCNQ1 potassium channel | P51787 | CHO-K1 KCNQ1, thallium flux FluxOR fluorescence; stronger effect = higher value | B-score at 10 µM | actives 0.35% (n = 310,000) | AID 2648;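 active = fluorescence ratio B-score, a plate-corrected score, at least three library SD, with initial intensity B-score within 5 SD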
Target sequence (P51787 whole entry, looked up): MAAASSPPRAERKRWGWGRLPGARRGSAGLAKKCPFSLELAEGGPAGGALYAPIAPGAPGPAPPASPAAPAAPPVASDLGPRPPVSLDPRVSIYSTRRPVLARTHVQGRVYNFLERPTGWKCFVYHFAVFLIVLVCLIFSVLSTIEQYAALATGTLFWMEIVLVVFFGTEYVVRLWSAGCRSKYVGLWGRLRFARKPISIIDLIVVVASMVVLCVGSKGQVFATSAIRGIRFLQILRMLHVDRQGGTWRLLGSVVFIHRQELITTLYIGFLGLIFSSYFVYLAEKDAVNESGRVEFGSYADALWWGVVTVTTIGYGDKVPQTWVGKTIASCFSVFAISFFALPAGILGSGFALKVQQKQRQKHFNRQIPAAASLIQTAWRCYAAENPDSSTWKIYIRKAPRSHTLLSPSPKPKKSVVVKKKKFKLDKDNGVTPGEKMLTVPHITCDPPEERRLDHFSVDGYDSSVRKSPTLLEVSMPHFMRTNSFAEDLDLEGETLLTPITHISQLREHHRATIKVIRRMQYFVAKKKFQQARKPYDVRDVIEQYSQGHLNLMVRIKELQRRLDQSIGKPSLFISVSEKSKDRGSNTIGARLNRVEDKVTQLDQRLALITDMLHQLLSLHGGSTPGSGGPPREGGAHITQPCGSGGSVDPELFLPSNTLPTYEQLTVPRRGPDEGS
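Medium – assay buffer, equal DMSO in all wells · Material – CHO-K1 cell line with stable KCNQ1 potassium channel expression · Signal – kinetic FluxOR thallium fluorescence, 10-s 1-Hz baseline, 110-s post-stimulus read · Compound – single concentration per compound, DMSO matched to controls · Schedule – 37 °C overnight plating, 90-min dark dye load, 20-min compound pretreatment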
DYRK1A inh: blocks rat Dyrk1A kinase activity. Q63470. inhibition, % at 12.5 µM. actives 0.43% (n = 310,000). ADP-Glo luminescence, NFATc1 peptide; in the data active = inhibition above about 50%;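 note: plate controls were vehicle with enzyme for no effect and no enzyme for full effect; many of its hits are not listed in these tables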
KCNK9 block: blocks the human KCNK9 two-pore domain potassium channel. HEK293 KCNK9, FluxOR thallium flux fluorescence; stronger effect = lower value. B-score at 10 µM. actives 1.2% (n = 310,000). AID 488922;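 active = ratio B-score over 3 SD below the library mean, with starting fluorescence within 5 SD of its mean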;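 note: negative B-score means less thallium flux so channel inhibition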
Target sequence (Q9NPC2 whole entry, looked up, the tested form may be a part): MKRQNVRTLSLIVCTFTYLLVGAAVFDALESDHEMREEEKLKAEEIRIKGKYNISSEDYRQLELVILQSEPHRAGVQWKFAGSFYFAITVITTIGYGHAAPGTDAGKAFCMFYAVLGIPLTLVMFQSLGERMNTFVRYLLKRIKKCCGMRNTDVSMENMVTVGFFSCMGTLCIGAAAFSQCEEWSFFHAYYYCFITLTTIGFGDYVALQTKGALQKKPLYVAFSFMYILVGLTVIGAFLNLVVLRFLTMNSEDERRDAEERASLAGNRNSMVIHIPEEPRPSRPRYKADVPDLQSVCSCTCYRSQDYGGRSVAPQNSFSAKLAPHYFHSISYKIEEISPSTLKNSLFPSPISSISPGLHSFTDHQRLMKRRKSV
TMEM16A act: activates or potentiates the mouse TMEM16A chloride channel | Q8BHY3 | B-score at 10 µM | HEK293 TMEM16A/YFP-H148Q/I152L, iodide quench fluorescence; stronger effect = lower value | AID 623877 | actives 0.3% (n = 340,000);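 active = fluorescence-ratio B-score plate-corrected deviation score at least 3 library SD below zero, with starting fluorescence score within 5 deviations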;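 note: channel opened by trigger with iodide after compound preincubation; score built on the fluorescence ratio of max minus min over baseline; more negative score means more quench and so TMEM16A activation or potentiation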
TMEM16A inh: mouse TMEM16A channel inhibition, primary screen; HEK293 TMEM16A/YFP iodide influx fluorescence, ionomycin; Q8BHY3; actives 1.2% (n = 310,000); AID 588511; normalized B-score (activity score, 25-100; higher = stronger inhibition) at 10 µM;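 active = ratio plate-corrected score three or more library SD toward inhibition, starting fluorescence score within five deviations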;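 note: score derived from kinetic fluorescence span divided by baseline fluorescence per well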
KCNQ1 inh: human KCNQ1 channel inhibition. actives 1.3% (n = 310,000). P51787. CHO-K1 KCNQ1, FluxOR thallium flux fluorescence; stronger effect = higher value. B-score at 10 µM;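 active = compounds whose thallium flux B-score, printed positive for inhibition, exceeds three library SD while starting fluorescence stays within three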;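 note: channel opened by potassium depolarization with thallium stimulus after 20 min compound exposure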
TRPC4 PAM: allosteric potentiators of mouse TRPC4 channel; actives 0.42% (n = 310,000); Q9QUQ5; B-score at 10 µM; HEK293 TRPC4beta/mu-opioid, DAMGO EC20, Fluo-4 Ca2+ flux; stronger effect = higher value;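 active = B-score of calcium response area above 5 SD of library B-scores, with initial fluorescence ratio within 5 SD of library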;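 note: B-score of integrated fluorescence ratio over time as area under calcium response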
hERG protect: hERG (human) protection from proarrhythmic block. actives 0.51% (n = 310,000). activation (rescue from dofetilide block), less the hit threshold, % at 10 µM. Q12809. AID 1511. CHO-hERG, FluxOR thallium flux, dofetilide IC70 present;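 active = activation above the mean of controls blocked by dofetilide plus 5 SD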;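 note: thallium influx through hERG after potassium depolarization seen as dye fluorescence rise; in these data hits start at about 4.7%; inactives centre near -7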
Active calls of the source: *; i = inactive; · = not tested or not shown. Not all compounds are listed (hit frequency here may not be typical).

Every second line gives: KCNQ1 inh, hERG protect, TRPC4 PAM, TMEM16A act, KCNK9 block, KCNK3 block, DYRK1A inh, TMEM16A inh, KCNQ1 pot, TRPC4 agonist, HDAC3 inhib
#1 Cc1ccc(S(=O)(=O)Nc2cc(C)on2)cc1
    i, -7, i, i, i, i, 2, i, i, i, -4
#2 Cc1ccc(NC2CCCN(C(=O)CCc3ccncc3)C2)cc1C (stereo not given)
    i, -6, i, i, i, i, -6, i, i, i, 5
#3 CNC(=O)c1ccc(S(=O)(=O)c2ccc(Cl)cc2)c(NC(C)=O)c1
    i, -4, i, i, i, i, 1, i, i, i, 3
#4 CC(=O)c1ccc(NC(=O)CC(C)S(=O)(=O)c2ccc3c(c2)CCN3C(C)=O)cc1 (stereo not given)
    i, -3, i, i, i, i, 4, i, i, i, 3
#5 C#Cc1ccc([C@H]2C=C(C(=O)NCc3ccccc3)O[C@@H](OCC)[C@@H]2CCCO)cc1
    i, -7, i, i, i, i, 1, i, i, i, 3
#6 NNc1ccc(Cc2ccc(Cl)cc2Cl)nn1
    i, -8, 15*, i, i, i, 3, i, i, i, -3
#7 CCC(=O)NC(=S)Nc1ccc(NC(=O)c2ccc(Br)o2)cc1
    i, -7, i, i, i, i, -2, i, i, i, 2
#8 CCOC(=O)c1nc(C)sc1-c1ccnn1S(=O)(=O)c1ccccc1C(F)(F)F
    i, -10, i, i, i, i, -3, i, i, i, 0
#9 COc1ccc(CN(C)C(C)C(=O)Nc2ccc([N+](=O)[O-])cc2Cl)cc1OC (stereo not given)
    i, -17, i, i, i, i, -8, i, i, i, 4
#10 COCCNC(=O)c1ccc(N2CCCCC2)c(NS(=O)(=O)c2ccc(C)cc2)c1
    ·, ·, ·, i, ·, i, 2, i, ·, ·, 10
#11 COc1ccc(S(=O)(=O)N2CCCC2C(=O)Nn2cnnc2)cc1 (stereo not given)
    i, -8, i, i, i, i, 2, i, i, i, -7
#12 N=c1sccn1CC(=O)Nc1cc(S(=O)(=O)N2CCCCC2)ccc1Cl
    i, -11, i, i, i, i, -2, i, i, i, -6
#13 N#Cc1c(Nc2ccccc2)c(/C=N/N=C/c2ccccc2)c[nH]c1=O
    i, -2, i, i, i, i, -10, i, i, i, 14
#14 COc1ccc(OCCCc2c(C)n[nH]c2C)cc1
    i, -7, i, i, i, i, 5, i, i, i, 0
#15 Cc1ccc(-c2cc(C#N)c(=O)n(Cc3c(Cl)cccc3Cl)c2)cc1
    i, -7, i, i, i, i, 2, i, i, i, 1
#16 Cc1cccc(C(=O)O/N=C(\N)Cc2ccc([N+](=O)[O-])cc2)c1
    i, -8, i, i, i, i, 3, i, i, i, -2
#17 N#CC(Cc1ccccc1OC(F)F)c1nc2ccccc2[nH]1 (stereo not given)
    i, -14, i, i, i, i, 5, i, i, i, -4
#18 COc1cc(/C=C(\C#N)c2nc3ccccc3[nH]2)cc(Br)c1OCc1ccccc1
    i, -1, i, i, i, i, 9, i, i, i, ·
#19 Nc1c(Cl)ncnc1NCCc1ccc(O)cc1
    i, -13, i, i, i, i, -4, i, i, i, 3
#20 O=C(NC1CCN(Cc2ccccc2)CC1)C1CCN(S(=O)(=O)c2cccc3nsnc23)CC1
    i, -6, i, i, i, i, -6, i, i, i, -1

The results go on.
Every second line gives: KCNQ1 inh, hERG protect, TRPC4 PAM, TMEM16A act, KCNK9 block, KCNK3 block, DYRK1A inh, TMEM16A inh, KCNQ1 pot, TRPC4 agonist, HDAC3 inhib
#21 COC(=O)Cc1c(C)nc2nc(NCc3c(F)cccc3Cl)[nH]n2c1=O
    i, 0, i, i, i, i, -2, i, i, i, 0
#22 COc1ccc(-c2cc(=O)n(-c3ccc([N+](=O)[O-])cc3)[nH]2)cc1
    i, -11, i, i, i, i, 1, i, i, i, -1
#23 CC(=O)O[C@]1(C(C)=O)CCC2C3CCC4=C/C(=N/OCC(=O)O)CC[C@]4(C)C3CC[C@@]21C (stereo not given in full)
    i, -13, i, i, i, i, 3, i, i, i, 3
#24 COC(=O)c1ccccc1NC(=O)CN1CCC(C(=O)c2ccc3c(c2)OCCO3)CC1
    i, -11, i, i, i, i, 6, i, i, i, 12
#25 Cn1c(=O)c2c(SCC(=O)NCCc3ccccc3)nc(C3CC3)nc2n(C)c1=O
    i, -5, i, ·, i, ·, ·, i, i, i, -7
#26 C=CC(=C)CC(NC)c1ccccc1 (stereo not given)
    i, -10, i, i, i, i, 2, i, i, i, 1
#27 CCOC(=O)c1nc(S(C)(=O)=O)ncc1N1CCOCC1
    i, -5, i, i, i, i, 1, i, i, i, -2
#28 COc1ccc2ccccc2c1C1NC(=O)NC(C)=C1[N+](=O)[O-] (stereo not given)
    i, -7, i, ·, i, i, -5, i, i, i, 14
#29 C=CCN(C(=O)CNC(=O)c1ccco1)C(C(=O)NC1CCCC1)c1cccs1 (stereo not given)
    i, -8, i, i, i, i, -1, i, i, i, 6
#30 C=CCN(C/C(=N\O)c1sc(C(=O)OCC)nc1C)c1cccc(Br)c1
    i, -13, i, i, i, i, -9, i, i, i, 17
#31 Cc1nnsc1SCC(=O)O
    i, -13, i, i, i, i, -1, i, i, i, 3
#32 Cc1ccc(-n2c(CC#N)n[nH]c2=S)c(C)c1
    i, -7, i, i, i, i, -6, i, i, i, -5
#33 C=CCN1CCN(C(=O)CCc2ccccc2)CC1
    i, -10, i, i, i, i, -5, i, i, i, -11
#34 CCOC(=O)c1c(S(=O)(=O)NCC(=O)NCc2cccc(C)c2)c(C)n(C)c1C
    i, -3, i, i, i, i, 3, i, i, i, -6
#35 COC(=O)c1sc2ncccc2c1OCc1ccccc1Cl
    i, -5, i, i, i, i, -1, i, i, i, 4
#36 O=C(c1ccco1)N(Cc1ccccc1)c1cccc([N+](=O)[O-])c1
    i, -5, i, i, i, i, 0, i, i, i, 2
#37 CCCc1nc2ccccc2c(=O)n1CC(=O)c1ccc(F)cc1
    i, 2, i, i, i, i, -1, i, i, i, 5
#38 CN(C)CCCOc1cccc(Oc2ccccc2)c1
    i, -14, 12*, i, i, i, -5, i, i, i, 2
#39 CCN1CCc2c(C#N)c(N3CCOCC3)nc(NCCO)c2C1
    i, -9, i, i, i, i, -15, i, i, i, -7
#40 Cc1ccc(CNC(=O)C(=O)NCC2CCCN2S(=O)(=O)c2cc(C)ccc2C)cc1 (stereo not given)
    i, -9, i, i, i, i, 28, i, i, i, -1

TRPC4 PAM, hit marks shown above
No.	Compound	KCNQ1 inh	TRPC4 PAM	TMEM16A act	KCNK9 block	KCNK3 block	DYRK1A inh	KCNQ1 pot	TRPC4 agonist	HDAC3 inhib
6	NNc1ccc(Cc2ccc(Cl)cc2Cl)nn1	i	15*	i	i	i	3	i	i	-3
38	CN(C)CCCOc1cccc(Oc2ccccc2)c1	i	12*	i	i	i	-5	i	i	2

(cont.)
Every second line gives: KCNQ1 inh, hERG protect, TRPC4 PAM, TMEM16A act, KCNK9 block, KCNK3 block, DYRK1A inh, TMEM16A inh, KCNQ1 pot, TRPC4 agonist, HDAC3 inhib
#41 COc1ccc(NC(=O)CSc2nccn2-c2cccc(OC)c2)cc1
    i, -5, i, i, i, i, 0, i, i, i, 6
#42 O=C(COC(=O)c1ccc(=O)n(Cc2ccccc2)n1)Nc1ccc2c(c1)OCCO2
    i, -16, i, i, i, i, 2, i, i, i, -3
#43 Nc1n[nH]c(N)c1N=Nc1ccc(Cl)cc1Cl
    i, -4, i, i, i, i, 2, i, i, i, 10
#44 Cc1cccc2sc(NNC(=O)c3cc(-c4cccs4)nc4ccccc34)nc12
    i, -18, i, i, i, i, 2, i, i, i, -4
#45 FC(F)(F)c1ccccc1/C=N/n1c(COc2ccccc2)n[nH]c1=S
    i, -6, i, i, i, i, 9, i, i, i, 4
#46 COc1cc2c(cc1OC)C(C)N(C(=O)c1ccc(Br)o1)CC2 (stereo not given)
    i, -11, i, i, i, i, -5, i, i, i, 3
#47 Cc1csc(SCC(=O)N(C)CC(=O)Nc2ccc(F)cc2)n1
    i, -6, i, i, i, i, -2, i, i, i, 1
#48 COC(=O)c1ccc2c(=O)n(CCCCCC(=O)NC(C)C)c(=O)[nH]c2c1
    i, -6, i, i, i, i, ·, i, i, i, -6
#49 O=c1c2c(nc3cc(-c4ccccc4)[nH]n13)CCS2
    i, -1, i, i, i, i, 11, i, i, i, 4
#50 O=C(Cc1cccs1)NNC(=S)NCc1ccco1
    i, -4, i, i, i, i, 0, i, i, i, 1
#51 CCn1cc(/C=C(\NC(=O)c2ccccc2F)C(=O)NCCN2CCOCC2)c2ccccc21
    i, -11, i, i, i, i, -4, i, i, i, 4
#52 Cc1cccc2cc(CN(C(=O)c3cnccn3)C3CCCCC3)c(Cl)nc12
    i, -11, i, i, i, i, 10, i, i, i, 6
#53 COc1ccc(CC(=O)Nc2ccc(S(=O)(=O)Nc3nccs3)cc2)cc1
    i, -7, i, i, i, i, -5, i, i, i, 2
#54 O=C1N/C(=N\N=C\c2ccccn2)SC1Cc1cccc(SC(F)F)c1 (stereo not given)
    i, -1, i, i, i, i, 1, i, i, i, 1
#55 CCc1ccc(C(O)(CC(C)C)C(CN2CCOCC2)c2ccccc2)cc1 (stereo not given)
    i, -7, i, i, i, i, 2, i, i, i, 14
#56 O=C(Nc1ccc2c(c1)OCCO2)c1ccc(Br)cc1
    i, -1, i, i, i, i, 4, i, i, i, -3
#57 CN(C(=O)COC(=O)C1CCN(S(=O)(=O)c2c(Cl)cccc2Cl)CC1)C1CCCCC1
    i, -15, i, i, i, i, -6, i, i, i, 9
#58 COc1cc(Cl)c(NS(=O)(=O)c2ccc(-c3ccc(=O)[nH]n3)o2)c(OC)c1
    i, -4, i, i, i, i, -3, i, i, i, 5
#59 O=C(CSc1n[nH]c(-c2ccco2)n1)N1c2ccccc2Sc2ccccc21
    i, -8, i, i, i, i, 5, i, i, i, 4

3 structures out of the list, arranged by number of heavy atoms, falling.
Every second line gives: KCNQ1 inh, hERG protect, TRPC4 PAM, TMEM16A act, KCNK9 block, KCNK3 block, DYRK1A inh, TMEM16A inh, KCNQ1 pot, TRPC4 agonist, HDAC3 inhib
#57 CN(C(=O)COC(=O)C1CCN(S(=O)(=O)c2c(Cl)cccc2Cl)CC1)C1CCCCC1
    i, -15, i, i, i, i, -6, i, i, i, 9
#47 Cc1csc(SCC(=O)N(C)CC(=O)Nc2ccc(F)cc2)n1
    i, -6, i, i, i, i, -2, i, i, i, 1
#50 O=C(Cc1cccs1)NNC(=S)NCc1ccco1
    i, -4, i, i, i, i, 0, i, i, i, 1
